# Bioassay records as filed in PubChem.
# EPAC2 antag: blocks human EPAC2 exchange factor; Q8WZA2; EPAC2 GEF exchange of Rap1B-BODIPY-GDP, fluorescence; Potency, µM (top dose mostly 114 µM), for the others: top-dose activity, negative = inhibition, most hits filed as inhibitors; 0.18% of 360,000 active; further: potency means the concentration at half of the fitted maximal effect; on the % scale 0 is the no-effect control and ±100 the full control effect; nearly all actives have a fitted effect of over 45% in size; many of its hits are not listed in these tables
# Target sequence (Q8WZA2 whole entry, looked up): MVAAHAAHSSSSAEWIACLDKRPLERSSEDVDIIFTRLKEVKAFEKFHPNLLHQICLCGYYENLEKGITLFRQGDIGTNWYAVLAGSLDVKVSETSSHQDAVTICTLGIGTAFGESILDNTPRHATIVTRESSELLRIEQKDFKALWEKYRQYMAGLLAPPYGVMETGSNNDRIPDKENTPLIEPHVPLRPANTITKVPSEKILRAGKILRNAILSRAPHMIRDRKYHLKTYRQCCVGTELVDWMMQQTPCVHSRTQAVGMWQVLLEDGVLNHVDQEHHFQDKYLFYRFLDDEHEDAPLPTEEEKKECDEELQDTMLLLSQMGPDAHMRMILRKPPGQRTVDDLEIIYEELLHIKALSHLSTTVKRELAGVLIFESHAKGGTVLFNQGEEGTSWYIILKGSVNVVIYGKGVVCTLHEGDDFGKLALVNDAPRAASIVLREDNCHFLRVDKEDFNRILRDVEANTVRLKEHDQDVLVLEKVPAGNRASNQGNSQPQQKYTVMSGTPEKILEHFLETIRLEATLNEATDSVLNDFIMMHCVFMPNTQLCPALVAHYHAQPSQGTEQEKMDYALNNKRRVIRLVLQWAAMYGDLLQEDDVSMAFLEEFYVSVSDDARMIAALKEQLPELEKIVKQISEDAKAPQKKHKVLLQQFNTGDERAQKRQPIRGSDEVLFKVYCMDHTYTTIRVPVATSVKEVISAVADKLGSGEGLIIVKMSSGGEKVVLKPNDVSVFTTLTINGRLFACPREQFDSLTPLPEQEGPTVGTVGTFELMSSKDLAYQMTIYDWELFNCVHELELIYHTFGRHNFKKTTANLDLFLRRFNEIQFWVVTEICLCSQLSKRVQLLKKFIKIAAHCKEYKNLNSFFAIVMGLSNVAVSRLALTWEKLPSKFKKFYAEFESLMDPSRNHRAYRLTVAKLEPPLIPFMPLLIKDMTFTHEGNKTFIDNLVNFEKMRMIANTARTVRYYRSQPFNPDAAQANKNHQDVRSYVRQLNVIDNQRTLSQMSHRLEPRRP
# CCT modulator: changes cytosolic chaperonin activity; activity change, % (test concentration not listed), hits read low; 0.3% of 360,000 active; purified chaperonin ATPase assay, HTRF ADP detection, 30 min; in the data active means activity change below about -30%; further: on the % scale 0 is the no-effect control and ±100 the full control effect
#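 We incubate TRiC, 40 or 20 nM final, with library compounds at 76 uM and 10 uM ATP for 30 min at 37 °C. ADP formed is detected with Transcreener HTRF reagents after 30 min at room temperature.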
# Nrf2 activator: Nrf2 pathway activation; 0.31% of 410,000 active; AREc32 ARE-luciferase reporter (MCF7-derived line), luminescence, 24 h; AID 624171; Potency, µM (highest dose often 46.1 µM), for inactives: at the highest dose activation, usual class: activators; further: potency means the concentration at half of the fitted maximal effect; % of control where 0% means no effect; nearly all actives have a fitted effect of over 65% in size
#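 Steps: seed AREc32_Fluc cells (1000/well, 5% FBS OPTI-MEM); incubate overnight at 37 deg C; add 23 nL compound; incubate 24 hr; add Steady-Glo; hold 30 min RT; read luminescence.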
# TGFb inhibitor: blocks TGF-b signaling; HepG2 CAGA-GFP TGF-b/SMAD3 reporter, GFP fluorescence, 18 h; TGF-beta stimulated, 500 pg/mL final; 1.2% of 410,000 active; Potency, µM (top dose mostly 46.1 µM), for the others: top-dose activity, negative = inhibition, actives largely listed as inhibitors; AID 588855; further: potency means the concentration at half of the fitted maximal effect; on the % scale 0 is the no-effect control and ±100 the full control effect; nearly all actives have a fitted effect of over 65% in size
#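 HEPG2 CAGA-GFP, 1000 cells/well; 2 h settle, 37 C; cpd via pin tool; TGF-b 500 pg/mL final; 18 h, 37 C; GFP imaging ex488/em500-530; %Activity normalised to -TGF-b and +DMSO controls; CRC fit, curve class.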
# Mm-Cpn inhibitor: M. maripaludis TRiC chaperonin inhibition. purified Mm-Cpn ATPase, ADP Transcreener TR-FRET. 0.031% of 330,000 active. AID 504842. Potency, µM (titrated, usually from 76.9 µM), for the others: top-dose activity, negative = inhibition, most hits filed as inhibitors; further: potency means the concentration at half of the fitted maximal effect; on the % scale 0 is the no-effect control and ±100 the full control effect; nearly all actives have a fitted effect of over 80% in size
#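 Reaction buffer contained 30 mM Tris pH 7.4, 100 mM KCl, 5 mM MgCl2 and 1 mM DTT. Mm-CPN (25 nM final) hydrolysed 10 uM ATP over 30 min at 37°C; ADP was read by HTRF.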
# Nrf2 inh: inhibitors of Nrf2 signaling; A549 ARE-Fluc reporter, luciferase luminescence, 18-24 h; 2.1% of 360,000 active; Potency, µM (titrated, usually from 46 µM), for the others: at the top dose activity change, negative = inhibition, hits mostly inhibitors; AID 504444; further: potency means the concentration at half of the fitted maximal effect; on the % scale 0 is the no-effect control and ±100 the full control effect; nearly all actives have a fitted effect of over 60% in size
#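 Cells were seeded and rested 2 h, then exposed to compounds for 18-24 h. CellTiter-Fluor was read first as a viability measure. BugLite was added 15 min before the final luminescent read of ARE-luciferase activity in A549 cells.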
# Akt phos inh: blocks phosphorylation of Akt; activity change, % for hits at 50 µM; Neuro2A IGF-stimulated pAkt S473 HTRF, 20 min; stronger effect = lower value; 0.32% of 360,000 active; in the data active means activity change below about -80%; inconclusive means mostly about -51% to -80%; further: on the % scale 0 is the no-effect control and ±100 the full control effect
#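 Neuro2A cells in DMEM with 0.5% FBS, overnight at 37 deg C, given compound at single 50 µM final, then IGF (6 nM final) for 20 min at 37 deg C. Lysed; phospho-Akt Ser473 by HTRF after 24 h, 665/615 ratio.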
# EPAC2 ag: EPAC2 (human) agonism | Q8WZA2 | EPAC2 activation, biochemical qHTS; response scale: 100% = 6.5 mM cAMP response | Potency, µM (top dose mostly 154 µM), inactives show at the top dose activation, usual class: activators | 0.079% of 360,000 active | AID 720711; further: potency means the concentration at half of the fitted maximal effect; nearly all actives have a fitted effect of over 50% in size
#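 Fluorescence exchange assay: 100 nM EPAC2 with 250 nM RAP1B-BODIPY-GDP and 50 uM GDP; compounds tested as a concentration-titration series (qHTS). Loss of Rap1-bound BODIPY-GDP fluorescence read at 480/540 nm; data normalized to 6.5 mM cAMP.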
# A549 viability: counter-screen for Nrf2 inhibitors: cytotoxicity in A549 cells. A549 ARE-Fluc cells, CellTiter-Fluor viability, 18-24 h. Potency, µM (top dose mostly 46 µM), without a hit: top-dose activity change, negative = cytotoxicity, usual class: inhibitors. 0.16% of 390,000 active. AID 504648; further: potency means the concentration at half of the fitted maximal effect; on the % scale 0 is the no-effect control and ±100 the full control effect
#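 A549 ARE-Fluc cells in 5% FBS OPTI-MEM, 5000 cells/well, rested 2 h then exposed to compounds in concentration-response for 18-24 h at 37 °C. Viability by CellTiter-Fluor fluorescence (Ex 405/Em 525) after 30 min; luciferase luminescence (BugLite, 15 min, RT) read afterwards.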
# * = called active by the depositor; i = inactive; ? = inconclusive; . = not tested or not shown; & = joins results of further samples; [ ] = remark or other dose. Unless noted, the call rests on the fitted dose curve; in most records, active means well fitted curve in the direction sought with a large enough effect; inconclusive means small, poorly fitted or top-dose-only effect, or another doubt; inactive means no such curve, though single readings can be large; an effect the other way counts as inactive or inconclusive. Only part of the results is shown, so the mix of outcomes need not match the whole.
# Order of values: Nrf2 activator	CCT modulator	EPAC2 ag	EPAC2 antag	Akt phos inh	A549 viability	Mm-Cpn inhibitor	Nrf2 inh	TGFb inhibitor
- CCCCC1=CC2=CC(=O)C(C)(OC(=O)CC)C(=O)C2=CN1C1CCCCC1 (centres undefined)
→ 1.7%	1.7	-9%	1%	i	-7%	-3%	-6%	3%
- O=C(Nc1ccc(S(=O)(=O)N2CCN(Cc3ccccc3)CC2)cc1)c1cnccn1
→ -0.5%	-1.4	5%	-4%[57.1 µM]	i	-13%	?	4.1µM*	0%
- COc1nnc(-c2ccc(C)c(S(=O)(=O)N(C)C)c2)c2ccccc12
→ -0.8%	1.5	11%	-7%	i	1%	-1%	-7%	-12%
- COCCCN(C(=O)c1cc2c(s1)CCC2)c1c(N)n(Cc2ccccc2)c(=O)[nH]c1=O
→ 0.0%	-4.8	-5%	-4%	i	0%	-2%	0%	-25%
- O=c1c2cc([N+](=O)[O-])ccc2nc2n1CCCC2
→ -0.4%	-2.9	8%	-2%	i	3%	1%	4%	-5%
- Cc1ccc(S(=O)(=O)NNC(=O)NC23CC4CC(CC(C4)C2)C3)cc1
→ -0.6%	-0.7	0%	-8%	i	-4%	0%	5%	-1%
- O=C(Nc1cccc(-n2cnnn2)c1)C1CCCN(Cc2cccc(C(F)(F)F)c2)C1 (centres undefined)
→ 6.2%	0.7	3%	-22%	i	1%	1%	?	-24%
- CCCCC(c1nnnn1C(C)C)N1CCN(C(=O)c2ccco2)CC1 (centres undefined)
→ 0.1%	-1.6	13%	0%	i	1%	0%	-4%	1%
- O=C(Nc1sc2c(c1C(=O)NCC1CCCO1)CCC2)c1cc(=O)c2ccccc2o1 (centres undefined)
→ 3.2%	.	.	.	.	-10%	.	-9%	-3%
- COc1ccccc1N1CCN(Cc2cc(=O)c(OCC(=O)NC(C)C)co2)CC1
→ 1.7%	-0.3	2%	3%	i	5%	3%	15%	1%
- CCCSc1nsc(NC(=O)Nc2ccc(F)cc2F)n1
→ 5.5%	-4.5	-2%	9%	i	-30%	-18%	?	8.9µM*
- C/C(=C\C(=O)OCCCCCCCCC(=O)O)C[C@@H]1OC[C@H](C[C@@H]2O[C@H]2[C@@H](C)[C@H](C)O)[C@@H](O)[C@H]1O
→ -0.2%	-2.0	7%	7%	i	0%	.	20%	6%
- CCC(=O)N1CCC(C)(C(=O)Nc2cc(OC)c(OC)c(OC)c2)C1 (centres undefined)
→ 0.0%	-0.2	-1%	-12%	i	.	.	.	-1%
- Nc1nonc1-n1nnc(C(=O)N/N=C/c2cccs2)c1CSc1ccccc1
→ 2.0%	-11	-5%	2%	i	-13%	0%	-16%	3%
- COC(=O)C1=C(O)C(C(=O)OC)C(c2ccc(C)cc2)C(C#N)(C#N)C1c1ccc(C)cc1 (centres undefined)
→ 0.3%	-2.4	-20%	-17%	i	.	0%	2.9µM*	-7%
- N#Cc1c(-c2ccc3c(c2)OCO3)cc[nH]c1=O
→ -0.2%	5.4	-3%	3%	i	0%	0%	7%	-25%
- Cc1cc(C(F)F)n2nc(C(=O)Nc3c(C)cccc3C)nc2n1
→ -1.0%	.	.	.	.	-3%	.	7%	15%
- CCc1ccc(NC(=O)Cn2c(=O)n(Cc3nc(-c4ccccc4)no3)c(=O)c3cc4c(cc32)OCO4)cc1
→ -0.3%	.	.	.	.	1%	.	15%	8%
- COc1ccc(Cl)cc1-c1nc(SCC(=O)N(C)C2CCS(=O)(=O)C2)n[nH]1 (centres undefined)
→ 21%	0.2	5%	3%	i	-2%	0%	-1%	5%
- CC1CC(OC(=O)c2ccccc2C(=O)c2ccc(Cl)cc2)C(=O)O1 (centres undefined)
→ 6.7%	-2.4	9%	-5%	i	5%	2%	-3%	6%
- CC(C)N(Cc1ccccc1)C(=O)CSc1nccn1C
→ 0.5%	-1.2	2%	-3%	i	2%	1%	19%	0%
- CC(C)(C)NC(=O)CCn1nc(-c2ccc(Cl)cc2)c2ccccc2c1=O
→ -1.1%	-1.7	10%	-10%	i	-2%	3%	-18%	-12%
- O=C(NC1=NCCS1)c1cccc(OC(F)F)c1
→ 0.7%	0.5	2%	0%	i	-5%	-2%	?	16%
- COc1ccc2c3c([nH]c2c1)C(C)N(C(C)=O)CC3 (centres undefined)
→ -0.5%	0.2	-2%	-20%	i	-6%	-3%	-5%	-5%
- NC(=O)c1ncn([C@@H]2O[C@H](CNCc3cccn3-c3ccncc3)[C@@H](O)[C@H]2O)n1
→ 2.8%	1.2	-5%	-3%	i	3%	.	7%	3%
- Cc1ccnc2nc(C(=O)OCC(=O)NC(=O)NCc3ccco3)nn12
→ 3.0%	-4.0	-3%	12%	i	-4%	0%	4%	3%
- COc1cc2c(cc1NC(=O)C(C)N1CCN(S(=O)(=O)c3ccc(C)c(C)c3)CC1)oc1ccccc12 (centres undefined)
→ 7.9%	-1.1	12%	-5%	i	20%	0%	?	17%
- O=C(Nc1ccccc1N1CCN(C(=O)c2ccc(Cl)cc2)CC1)c1ccc(Br)cc1
→ 2.0%	2.4	12%	6%	i	-25%	-3%	-1%	5%
- COc1ccccc1C(=O)Nc1ccc(CN2CCCCC2)cc1
→ -0.2%	-1.7	-7%	3%	i	-3%	0%	5%	0%
- COc1cc(NCc2ccccc2)c2ncn(C(C)C)c2c1
→ -3.0%	-1.5	8%	-16%	i	2%	-2%	-12%	-29%

# Reprinted at random: 3 records from the list.
# Order of values: Nrf2 activator	CCT modulator	EPAC2 ag	EPAC2 antag	Akt phos inh	A549 viability	Mm-Cpn inhibitor	Nrf2 inh	TGFb inhibitor
- O=C(Nc1sc2c(c1C(=O)NCC1CCCO1)CCC2)c1cc(=O)c2ccccc2o1 (centres undefined)
→ 3.2%	.	.	.	.	-10%	.	-9%	-3%
- CC(C)N(Cc1ccccc1)C(=O)CSc1nccn1C
→ 0.5%	-1.2	2%	-3%	i	2%	1%	19%	0%
- O=C(Nc1ccc(S(=O)(=O)N2CCN(Cc3ccccc3)CC2)cc1)c1cnccn1
→ -0.5%	-1.4	5%	-4%[57.1 µM]	i	-13%	?	4.1µM*	0%

# Next section.
# Order of values: Nrf2 activator	CCT modulator	EPAC2 ag	EPAC2 antag	Akt phos inh	A549 viability	Mm-Cpn inhibitor	Nrf2 inh	TGFb inhibitor
- CC(=O)c1cccc(Nc2nc(=O)c3cccnc3s2)c1
→ 2.5%	-1.0	8%	0%	i	13%	0%	.	23%
- Cc1cccc(NC(=O)c2oc(=O)c3ccccc3c2-c2ccccc2)c1C
→ 0.0%	3.0	5%	3%	i	-18%	-1%	?	-13%
- C=CCN=c1scc(-c2ccccc2)n1/N=C/c1ccccn1
→ -0.2%&-0.3%	2.4&1.6	13%&12%	-11%&-8%	i	0%&-12%	-3%	?	?
- Cc1nn(CCc2nn[nH]n2)c2nc(-c3ccc(Br)cc3)cc(C(F)(F)F)c12
→ -0.3%	0.2	-20%	32µM*	i	?	-6%	21µM*	-6%
- Cc1ccc(C)c(Sc2ccc(NC(=O)CCN3C(=O)NC4(CCCC4)C3=O)cc2)c1
→ -0.6%	-0.6	5%	?	i	-4%	4%	?	?
- Cc1ccc(S(=O)(=O)N(C)C)cc1NC(=O)c1ccccc1Br
→ -0.3%	0.7	6%	15%	i	1%	-1%	15%	?
- CCn1cc(S(=O)(=O)c2cccc(C)c2)c(=O)c2cc(F)c(N3CCCC(C)C3)cc21 (centres undefined)
→ -1.1%	.	.	.	.	-8%	.	5%	2%
- CCCc1cc(=O)[nH]c2nnc(SCC(=O)Nc3ccc4c(c3)OCCO4)n12
→ 0.6%	-5.4	-3%	5%	i	5%	0%	8%	1%
- Cn1nc(-c2ccc(Cl)cc2)cc1NC(=O)CC(C)(C)CC(=O)O
→ 0.2%	-2.3	1%	5%	i	-4%	0%	-10%	-6%
- Cc1ccc(-n2nc3c(=O)n(C(C)C(=O)NCCC4=CCCCC4)nc(C)c3c2C)cc1 (centres undefined)
→ 0.6%	-0.1	-13%	7%	i	-16%	-5%	21µM*	?
- COc1ccc(CCNC(=O)Cc2cc(=O)[nH]c(=O)[nH]2)cc1OC
→ -0.5%	-3.5	5%	11%	i	-9%	0%	19%	-2%
- CC1CCC2(CC1)NC(=O)N(CC(=O)N(Cc1ccccc1)C(C)(C)C)C2=O (centres undefined)
→ -0.6%	-0.4	0%	9%	i	8%	-13%	4%	4%
- CCCN1CCN(C2CCCCC2NS(=O)(=O)c2ccc(Cl)cc2)CC1 (centres undefined)
→ -0.3%	-2.6	5%	-1%	i	0%	-1%	-18%	-7%
- Cn1c(=O)c2c(nc(CCc3ccccc3)n2C)n(C)c1=O
→ 0.1%	-3.0	9%	3%	i	-6%	.	-2%	4%
- Cc1ccc(CNC(=O)CSc2nc3ccccc3c(=O)n2CCCO)cc1
→ -0.7%	-1.9	2%	2%	i	-2%	-1%	-18%	-7%
- CC(=O)c1ccc(-c2ccc(C(=O)N3CCCc4ccccc43)o2)cc1
→ 4.8%	-2.9	19%	?	i	2%	-4%	15%	-4%
- C/C(=N\NC(=O)c1nnn(-c2nonc2N)c1C)c1ccc(OCc2ccccc2)cc1
→ 0.6%	0.1	13%	0%	i	8%	-3%	-6%	-7%
- COCCN(C(=O)COC(=O)c1cccnc1Cl)c1c(N)n(Cc2ccccc2)c(=O)[nH]c1=O
→ 2.6%	-0.8	8%	7%	i	1%	3%	2%	29%
- O=C(c1nc2nc(-c3ccccc3)cc(C(F)(F)F)n2n1)N1CCOCC1
→ 2.8%	-10	6%	-9%	i	-8%	-1%	-1%	10%
- COc1cc2[nH]cc(C(=O)NCc3cccs3)c(=O)c2cc1OC
→ 6.8%	1.0	6%	8%	i	7%	.	8%	0%
